Bioassay records from PubChem.
GSK3 alpha inh = blockers of GSK3A enzyme activity – biochemical, luminescence, cell-free homogeneous, HTS, primary screen. AID 2650, 2010. inhibition, % at 10 µM. 320,000 tested, 0.1% active. GSK-3 alpha kinase, ADP-Glo luminescence, 60 min. Glycogen synthase kinase-3 alpha (Homo sapiens), P49840;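 in the data active = inhibition above about 50%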;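 also: GST-tagged GSK-3 alpha with peptide substrate and 25 µM ATP; 0% = DMSO neutral wells and 100% = GW8510 positive control wells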
Target sequence (P49840 whole entry, looked up): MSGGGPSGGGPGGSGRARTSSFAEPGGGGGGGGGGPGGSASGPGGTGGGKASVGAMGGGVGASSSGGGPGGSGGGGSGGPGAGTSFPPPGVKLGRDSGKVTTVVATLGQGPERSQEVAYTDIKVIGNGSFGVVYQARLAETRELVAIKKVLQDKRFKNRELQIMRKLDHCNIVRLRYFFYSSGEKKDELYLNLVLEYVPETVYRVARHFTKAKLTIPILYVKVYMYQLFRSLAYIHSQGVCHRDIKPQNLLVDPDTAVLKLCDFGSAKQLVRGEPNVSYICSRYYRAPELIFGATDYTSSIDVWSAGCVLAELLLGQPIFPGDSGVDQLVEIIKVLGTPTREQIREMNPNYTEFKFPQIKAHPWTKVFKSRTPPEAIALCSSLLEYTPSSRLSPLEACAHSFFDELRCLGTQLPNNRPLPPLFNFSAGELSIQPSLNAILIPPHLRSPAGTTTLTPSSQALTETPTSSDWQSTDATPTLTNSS
RGS4 act = RGS4 potentiators or activators, primary screen, cell-based, HEK293 M3R inducible RGS4, calcium flux. carbachol calcium flux Fluo4; active compounds read low. B-score at 10 µM. 310,000 tested, 0.92% active. AID 463111, 2010;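 active = B-score of the integrated calcium signal more than 4 SD below the library mean, with starting fluorescence not abnormally high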;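 also: negative B-score means reduced calcium response which marks RGS4 activation or potentiation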
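Assay system: HEK293 FlpIn-TREx cells, stable M3R, doxycycline-inducible RGS4 / Probe or stimulus: carbachol, ECmax concentration / Times: overnight RGS4 induction, 30 min dye load 37 °C, 20 min compound RT / Signal: kinetic calcium fluorescence imaging with Fluo4-AM dye, 2 µM / Measure: Agonist-evoked peak-minus-minimum fluorescence over baseline, integrated ratio, B score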
hERG protect = hERG rescue from dofetilide block, primary screen, cell-based, CHO-hERG, FluxOR thallium flux, dofetilide IC70 | activation (rescue from dofetilide block), less the hit threshold, % at 10 µM | dofetilide IC70 present | 310,000 tested, 0.51% active;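 active = activation above the mean of controls blocked by dofetilide plus 5 SD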;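 also: thallium influx through hERG after potassium depolarization seen as dye fluorescence rise; in these data hits start at about 4.7%; inactives centre near -7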
KCNK9 inh = KCNK9 potassium channel inhibitors, primary screen, HEK293 cells, thallium flux; Potassium channel subfamily K member 9 (Homo sapiens), Q9NPC2; FluxOR thallium flux fluorescence; active compounds read low; B-score at 10 µM; 310,000 tested, 1.2% active; AID 488922, 2010;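 active = ratio B-score over 3 SD below the library mean, with starting fluorescence within 5 SD of its mean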;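 also: negative B-score means less thallium flux so channel inhibition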
KCNQ1 inh = inhibitors of human KCNQ1 channel, primary screen, cell-based, thallium flux, high-throughput. Potassium voltage-gated channel subfamily KQT member 1 (Homo sapiens), P51787. AID 2642, 2010. 310,000 tested, 1.3% active. B-score at 10 µM. CHO-K1 KCNQ1, FluxOR thallium flux fluorescence; active compounds read high;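 active = compounds whose thallium flux B-score, printed positive for inhibition, exceeds three library SD while starting fluorescence stays within three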;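 also: channel opened by potassium depolarization with thallium stimulus after 20 min compound exposure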
KCNQ1 pot = potentiators or activators of KCNQ1 channel, primary screen, cell-based, thallium flux, high-throughput | CHO-K1 KCNQ1, thallium flux FluxOR fluorescence; active compounds read high | B-score at 10 µM | 310,000 tested, 0.35% active | AID 2648, 2010;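 active = fluorescence ratio B-score, a plate-corrected score, at least three library SD, with initial intensity B-score within 5 SD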
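System: CHO-K1 cells stably expressing KCNQ1 / Medium: assay buffer for compound exposure, DMSO matched across wells / Reagent: thallium- and potassium-containing depolarizing buffer / Compound: one concentration, matched DMSO / Incubation: 20 min compound pretreatment at room temperature / Measured by: kinetic FluxOR fluorescence, 10 s baseline plus 110 s post-stimulus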
DYRK1A inh = rat Dyrk1A kinase inhibitors, primary screen, biochemical, single point, plate reader. AID 504441, 2011. 310,000 tested, 0.43% active. inhibition, % at 12.5 µM. ADP-Glo luminescence, NFATc1 peptide; in the data active = inhibition above about 50%;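 also: plate controls were vehicle with enzyme for no effect and no enzyme for full effect; many of its hits are not listed in these tables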
PolyA inh = polyadenylation inhibitors in yeast reporter cells, primary screen, luminescence, S. cerevisiae | 300,000 tested, 0.02% active | calls only at 12 µM | S. cerevisiae SKY197-pL101 polyadenylation reporter, beta-gal luminescence; efflux-impaired pdr1/pdr3 knockout yeast; score 100 = 6 SD above DMSO;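 active = lowest replicate activity score at least 50, where 100 means six control SD above control mean; inconclusive = lowest score under 50 but half or more replicates reach 50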;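 also: yeast exposed to compound for 9 h at 30 °C; higher score means more reporter readthrough which indicates perturbed polyadenylation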
KCNK3 block = human KCNK3 channel inhibitors, primary screen, CHO cells, FluxOR thallium flux, B-score; AID 602410, 2012; B-score at 10 µM; 340,000 tested, 0.84% active; FluxOR fluorescence; active compounds read low;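 active = B-score under library mean minus 4 SD, starting fluorescence ratio at most library mean plus 5 SD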;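 also: more negative B-score means stronger inhibition of thallium flux through KCNK3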
HDAC3 inh = HDAC3 deacetylase inhibitors, primary screen, biochemical, fluorescence, cell-free homogeneous. AID 2718, 2010. recombinant HDAC3, fluorogenic peptide/trypsin coupled. 320,000 tested, 0.15% active. inhibition, % at 8.3 µM; in the data active = inhibition above about 26%, passing the limit was not always enough; inconclusive = no clear call, values can overlap the other calls
Target sequence (O15379 whole entry, looked up): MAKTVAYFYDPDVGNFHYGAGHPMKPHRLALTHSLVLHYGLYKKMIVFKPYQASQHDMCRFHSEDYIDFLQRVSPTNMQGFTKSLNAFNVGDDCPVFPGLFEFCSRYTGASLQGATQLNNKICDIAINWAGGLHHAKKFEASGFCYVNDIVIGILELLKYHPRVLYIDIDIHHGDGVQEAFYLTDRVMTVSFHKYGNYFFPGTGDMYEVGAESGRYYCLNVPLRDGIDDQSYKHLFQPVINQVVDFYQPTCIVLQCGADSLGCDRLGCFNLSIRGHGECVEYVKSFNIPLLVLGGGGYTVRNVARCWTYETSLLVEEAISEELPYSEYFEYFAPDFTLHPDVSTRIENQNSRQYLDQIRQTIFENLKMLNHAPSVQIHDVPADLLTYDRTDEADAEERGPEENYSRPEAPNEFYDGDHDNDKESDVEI
GSK3beta inhib = human GSK3beta kinase inhibitors, primary screen, biochemical, cell-free homogeneous, HTS. GST-GSK3beta kinase, ADP-Glo luminescence, 60 min; active compounds read low. activity score (negative = inhibition), % at 10 µM. 300,000 tested, 0.038% active. AID 2097, 2009. Glycogen synthase kinase-3 beta (Homo sapiens), P49841;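 active = more than half of replicate wells score below -50%, meaning over 50% inhibition versus plate controls; inconclusive = some replicates but at most half score below -50%; inactive = no replicate scores below -50%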;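 also: 0% = median DMSO wells and -100% = median GW8510 positive control wells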
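Test system – GST-tagged human GSK3beta kinase, cell-free · Incubation – 60 min enzyme reaction, room temperature · Signal – ADP-Glo luminescence · Also added – peptide substrate and ATP at 25 µM · Controls – DMSO neutral wells and GW8510 at 20 µM as positive · Buffer or medium – Tris/MgCl2 kinase buffer · Measure – Luminescence-derived activity versus plate DMSO and GW8510 wells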
An asterisk follows results filed as active; i = inactive; ? = inconclusive; / = no result given. Some of the compounds tested. The share of hits here may be higher or lower than overall.

molecule | GSK3 alpha inh | RGS4 act | hERG protect | KCNK9 inh | KCNQ1 inh | KCNQ1 pot | DYRK1A inh | PolyA inh | KCNK3 block | HDAC3 inh | GSK3beta inhib
CC1CCN(c2ccc(C(=O)O)cc2NS(=O)(=O)c2ccc(Br)cc2)CC1 | -8 | i | -6 | i | i | i | 5 | i | i | 0 | 8
CNC(=O)Nc1ccc2nc(C)oc2c1 | 1 | i | -4 | i | i | i | -1 | i | i | 0 | -2
N#Cc1ccc(C23CC4(C2)[C@H](CN(CC2CCCCC2)[C@@H]4c2ccccc2)C3c2ccc(C(F)(F)F)cc2)cc1 (some centres undefined) | / | i | -10 | i | i | i | / | i | / | / | 2
Cc1ccc(NC(=O)Cn2ccsc2=N)c([N+](=O)[O-])c1 | 0 | i | -12 | i | i | i | -2 | i | i | -11 | 1
Cc1ccc(N(C)S(=O)(=O)c2nnc(NC(=O)c3ccco3)s2)cc1 | -3 | i | 0 | i | i | i | -5 | i | i | 7 | -2
CC1(C)CC(=O)C2=C(C1)N(N1CCOCC1)C(N)=C(C#N)C2c1cccnc1 (centres undefined) | -6 | i | -5 | i | i | i | 3 | i | i | 2 | -1
COc1ccccc1N/C=C/c1onc(C)c1[N+](=O)[O-] | 0 | i | -5 | i | i | i | 1 | i | i | 3 | 1
CCOC(=O)N1CCN(C(=S)Nc2ccccc2C)CC1 | -2 | i | -6 | i | i | i | -1 | i | i | 4 | 1
CC(C)n1cnc2c(N(C)c3ccccc3)nc(N(CCN(C)C)Cc3ccccc3)nc21 | 9 | i | -22 | i | i | i | 12 | i | i | -4 | -5
CCCC(CCC)=NNC(=O)c1ccccc1F | -1 | i | -4 | i | i | i | -4 | i | i | 3 | 0
O=C(NC1CCN(C(=O)c2cccs2)CC1)c1ccccc1 | -2 | i | -5 | i | i | i | -1 | i | i | -1 | 1
Cc1ccccc1C(=O)NNC(=O)c1ccc2nc[nH]c2c1 | 1 | i | -10 | i | i | i | 6 | i | i | / | -2
CC(C)N=C1NN=C(c2cccs2)CS1 | -1 | i | -8 | i | i | i | 5 | i | i | 3 | 0
COc1cccc(CNC(=O)Cc2ccc(-c3ccccc3)cc2)c1 | 2 | i | -7 | i | i | i | -8 | i | i | ? | 0
COc1ccc2[nH]c(=O)c(CN(Cc3ccc4c(c3)OCO4)C(C)=O)cc2c1 | -1 | i | -3 | i | i | i | 6 | i | i | -1 | -1
CSc1nncn1/N=C/c1ccc2c(c1)OCO2 | -2 | i | -7 | i | i | i | 6 | i | i | 10 | 0
C/C(=N\O)C(=O)NCCN1CCCCC1 | -2 | i | -3 | i | i | i | -2 | i | i | -2 | 4
CN1CCN(c2ccc(NC(=O)c3ccc(-c4ccc(Br)cc4)o3)cc2)CC1 | 2 | i | -20 | i | i | i | 9 | i | i | ? | -1
CC1Cc2ccccc2N1C(=O)COc1nc2ccccc2nc1N1CCOCC1 (centres undefined) | -1 | i | -13 | i | i | i | 1 | i | i | -1 | -3
CC(CN1C(C)CCCC1C)OC(=O)c1cccc(F)c1 (centres undefined) | -1 | i | -9 | i | i | i | 0 | i | i | 1 | -22
CCOC(=O)C1CCN(S(=O)(=O)c2ccc(Cl)s2)CC1 | 3 | i | -6 | i | i | i | 0 | i | i | -5 | /
CC(=O)NNC1=Nc2ccccc2N(C)C(C)C1 (centres undefined) | / | i | -2 | i | i | i | -8 | i | i | / | 3
CC(SCc1ccccc1)C(=O)N/N=C/c1cc2c(cc1Br)OCO2 (centres undefined) | 0 | i | -6 | i | i | i | 0 | i | i | -1 | 1
Cc1ccc2nc3c(cc(C(=O)NCC4CCCO4)c(=N)n3CC3CCCO3)c(=O)n2c1 (centres undefined) | 1 | i | -12 | i | i | i | -1 | i | i | i | -1
Cc1ccccc1-c1nc(CS(=O)(=O)CC(=O)NCCc2ccccc2)c(C)o1 | 1 | i | -8 | i | i | i | -1 | i | i | 6 | 6
O=C(NCCN1CCOCC1)c1ccc2c(c1)N(Cc1ccccc1)CCS2 | 10 | i | -12 | i | i | i | 16 | i | i | -40 | 2
Cc1ccc(CNC(=O)CSCC(=O)O)cc1 | 2 | i | -8 | i | i | i | -2 | i | i | 0 | 3
O=C(/C=C/c1ccccc1)OCCN=C1NS(=O)(=O)c2ccccc21 | -2 | i | -5 | i | i | i | 1 | i | i | 5 | -1
COc1cccc(C(=O)OCc2cc(=O)oc3c(C)c(C)ccc23)c1OC | -3 | i | -1 | i | i | i | 11 | i | i | 4 | 0
CCOCCCNC(=O)CCN1C(=O)c2ccccc2Sc2ncccc21 | -4 | i | -7 | i | i | i | -3 | i | i | -1 | -2
Cc1nc(S(=O)(=O)N(C)Cc2ccccc2)c(C#N)c(C)c1Cl | 1 | i | -7 | i | i | i | 7 | i | i | -3 | 3
Oc1ccc(/C(Cc2ccc3ccccc3n2)=N\Nc2ccccc2)c(O)c1 | 2 | i | -26 | i | i | i | -1 | i | i | 11 | 1
CC(CCc1ccccc1)NS(=O)(=O)c1ccc(Cl)c(C(=O)O)c1 (centres undefined) | -3 | i | -9 | i | i | i | -4 | i | i | -2 | /
COc1cc(SC)ccc1C(=O)OCC(=O)NC1CCCCC1 | 1 | i | -11 | i | i | i | 12 | i | i | 3 | 2
O=C(CSc1nc(O)c(Cc2ccccc2)c(=O)[nH]1)Nc1nc2c(s1)CCCC2 | 0 | i | -18 | i | i | i | 9 | i | i | 5 | 4
CCN1CCC(=NNC(=O)CC23CC4CC(CC(C4)C2)C3)CC1 | 0 | i | -10 | i | i | i | -5 | i | i | 3 | -2
CCCCOc1ccc(CNC(=O)NS(=O)(=O)c2ccc(OCC(C)C)cc2)cc1 | 6 | i | -7 | i | i | i | -6 | i | i | 7 | 3
O=C(CN1C2CCCC1CC(NC(=O)c1ccccc1)C2)Nc1nccs1 (centres undefined) | 0 | i | -9 | i | i | i | 0 | i | i | -1 | -2
COc1ccc(/C=N/NC(=O)c2c(C)nc3ccc(Cl)cn23)cc1OC | -2 | i | -5 | i | i | i | -2 | i | i | 10 | -4
CCN(CC(=O)NCc1cccs1)C(=O)c1ccc(S(=O)(=O)Nc2ccccc2)cc1 | -1 | i | -4 | i | i | i | -7 | i | i | 4 | 1
Cc1ccnc(NC(=O)c2cccc(S(=O)(=O)N3CCOCC3)c2)c1 | 0 | i | -11 | i | i | i | 23 | i | i | 0 | -1
CCOc1ccc(/C=N/NC(=S)NC2CC3C=CC2C3)cc1 (centres undefined) | -2 | i | -7 | i | i | i | 2 | i | i | 1 | 2
CC(C)NC(=O)/C=C/C(=O)O | -4 | i | -8 | i | i | i | -6 | i | i | -7 | 0
COc1ccc(N2C(=O)CC(NCC#N)C2=O)cc1 (centres undefined) | -1 | i | -3 | i | i | i | -5 | i | i | -1 | 0
Cc1ccc(NC(=O)c2cc(NC(=O)/C=C\C(=O)O)ccc2N2CCCCC2)cc1 | 0 | i | 3 | i | i | i | -1 | i | i | 0 | 1
O=C(NCCO)C(=O)NCC1OCCCN1S(=O)(=O)c1ccc2c(c1)OCCO2 (centres undefined) | 1 | i | -6 | i | i | i | -2 | i | i | -3 | 1
COc1ccc(C(=O)/C=C/c2ccccc2C(F)(F)F)cc1 | -2 | i | -1 | i | i | i | 0 | i | i | -13 | -1
Cc1c2cccn2cc[n+]1C | 1 | i | -6 | i | i | i | 12 | i | i | -6 | 1
Cc1cc(C)c(S(=O)(=O)c2ccc(Cl)cc2)c(Cl)n1 | -1 | i | -5 | i | i | i | -2 | i | i | -1 | 0
CCC(CC)c1nnc(NC(=O)c2ccc(S(=O)(=O)N3CCc4ccccc4C3)cc2)s1 | -5 | i | 1 | i | i | i | 0 | i | i | -2 | 0
CCOc1cc(/C=N/N=C(\N)c2nonc2N)cc(Br)c1OCc1cccc2ccccc12 | 0 | i | -9 | i | i | i | -3 | i | i | 0 | -1
O=C(Nc1ccccc1C(=O)N1CCOCC1)c1ccc(CSc2ccccc2)cc1 | 0 | i | -5 | i | i | i | -1 | i | i | 1 | 2
COC(=O)c1ccccc1NC(=O)CN1C(=O)C2CCCN2c2ncc(Cl)cc21 (centres undefined) | / | i | -9 | i | i | i | / | i | / | 2 | 2
COc1ccc(NC(=O)C2(c3ccc(NC(=O)c4ccc(OC)c(OC)c4)cc3)CCCC2)cc1 | -1 | i | -7 | i | i | i | -6 | i | i | -7 | -6
COc1cccc(C(=O)NCC(=O)OCC(=O)Nc2ncc(Cl)cc2Cl)c1 | -2 | i | -10 | i | i | i | / | i | i | -7 | -1
Cc1cccc(OCC(=O)Nc2ccccc2N2CCN(C(=O)C(C)C)CC2)c1C | 3 | i | -14 | i | i | i | 2 | i | i | 4 | 2
